Screening data (PubChem BioAssay)
HT1080 viability: cytotoxicity in HT1080 fibrosarcoma cells, cell-based, fluorescence readout (AID 620); HT1080 viability, fluorescence; higher % means a stronger effect; cytotoxicity, % at 10 µM, or EC50 in µM where a hit was titrated; 87,000 tested, 0.42% active; in the data active = cytotoxicity above about 50%;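 note: cells exposed to compound overnight then 4 h with Alamar Blue; 0% = vehicle DMSO and 100% = killing control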
The depositor's hits bear a star. A portion of the library, so the mix of outcomes need not match the whole.

SMILES	HT1080 viability
c1cnc2ccc(C(c3nnnn3C3CCCCC3)N3CCCCC3)cc2c1 (stereo unspecified)	-6.6%
O=C(c1ccco1)N(Cc1cc2ccccc2[nH]c1=O)CC1CCCO1 (stereo unspecified)	-7.0%
O=C(/C=C/Nc1ccccc1)c1ccccc1	0.0%
O=C(CSc1nc(Nc2ccccc2)nc(N2CCOCC2)n1)Nc1ccc([N+](=O)[O-])cc1	17.2%
O=C(Nc1ccccc1)Nc1cc(Cl)cc(Cl)c1	-5.0%
Cc1ccccc1NS(=O)(=O)c1ccc(OCC(=O)N2CCCCC2)cc1	3.4%
Cc1ccc(CNc2nc(C)nc3sc4c(c23)CCC4)cc1	6.5%
COC(=O)C(=O)Nc1nnc(COc2ccccc2)s1	-10.4%
CCN(CC(O)Cn1c2ccccc2c2ccccc21)S(=O)(=O)c1ccc(C)cc1 (stereo unspecified)	1.6%
Cc1ccc(C(=O)n2nc(-c3ccco3)nc2N)cc1	-2.0%
CCOC(=O)c1c(C)[nH]c(C)c1C(=O)COC(=O)c1cccc(S(=O)(=O)N(CC)CC)c1	13.6%
C=C(C)Cn1c(C)cc(C)c(S(=O)(=O)c2ccccc2C)c1=O	-8.4%
COc1ccc(OCc2nc3ccccc3[nH]2)cc1	5.1%
CC(OC(=O)C1CCN(S(=O)(=O)c2ccc(Cl)cc2)CC1)C(=O)N1CCc2ccccc21 (stereo unspecified)	-6.8%
Cc1n[nH]c(=O)nc1Nc1ccc(O)cc1	-4.3%
COC(=O)[C@@]1(Cc2ccc(F)cc2)[C@H]2c3cc(C(=O)N4CCCC4)n(C[C@H](O)CO)c3C[C@H]2CN1C(=O)c1ccccc1	0.3%
O=S(=O)(c1ccc(Br)cc1)N1CCCN(Cc2cccc(F)c2)CC1	-2.6%
Fc1ccc(C2NC(=S)NC3=C2N2CCC3CC2)cc1 (stereo unspecified)	10.1%
CC(C)(C)C(=O)CN1CCN(C2c3ccccc3-c3ccccc32)CC1	-18.1%
Cc1cc(NC(=O)c2ccc(S(=O)(=O)Nc3ccccc3)cc2)no1	-3.0%
COc1ccc(C(=O)NCCc2nnc(SCC(=O)Nc3ccccc3C(C)C)n2C)cc1	7.9%
Cc1ccc(S(=O)(=O)NCCSc2nnnn2-c2ccccc2)cc1	1.5%
O=C(CN1CCN(CCO)CC1)Nc1ccccc1	2.0%
O=C1C2C3C=CC([C@@H]2C(=O)N1C1CC1)[C@H]1C(=O)N(C2CC2)C(=O)C31 (stereo partly specified)	0.7%
CCn1cc([N+](=O)[O-])c(C(=O)N2N=C(c3ccc4ccccc4c3)CC2c2ccccc2O)n1 (stereo unspecified)	-4.5%

3 compounds picked at random from those above, as already listed:
SMILES	HT1080 viability
CCN(CC(O)Cn1c2ccccc2c2ccccc21)S(=O)(=O)c1ccc(C)cc1 (stereo unspecified)	1.6%
c1cnc2ccc(C(c3nnnn3C3CCCCC3)N3CCCCC3)cc2c1 (stereo unspecified)	-6.6%
Cc1ccc(S(=O)(=O)NCCSc2nnnn2-c2ccccc2)cc1	1.5%

(further entries)
SMILES	HT1080 viability
Cn1c(=O)c(C(=O)COC(=O)c2cc(C(F)(F)F)nc3ccccc23)c(N)n(Cc2ccccc2)c1=O	13.7%
N#CC1=C(N2CCCCC2)c2cc3c(n2C1=O)CCCC3	6.4%
Cc1nn(-c2ccc(F)cc2)c(C)c1NS(=O)(=O)c1ccc2ccccc2c1	-6.0%
Cc1ccc(C(=O)/C=C/Nc2ccccc2C(N)=O)cc1	-1.4%
COc1ccc(CN=CC2=C(O)CNC2=O)cc1	-16.6%
O=C(Nc1nccs1)C(=O)c1c[nH]c2ccccc12	6.6%
CCOC(=O)Cc1csc(NC(=O)CCCCCN2C(=O)c3ccccc3C2=O)n1	6.2%
CC12C(=O)N(Cc3ccco3)C(=O)C1C1c3ccccc3C2c2ccccc21 (stereo unspecified)	-3.3%
O=C(COc1ccccc1)Nc1nccs1	4.9%
O=C(CSc1nnc(CNc2cccc(C(F)(F)F)c2)n1Cc1ccco1)NCc1ccco1	-7.2%
CCOC(=O)C1=C(c2ccccc2)N=C2SCC(=O)N2C1c1cccc(OC)c1 (stereo unspecified)	-1.8%
CSc1ccc(C(=S)N2CCN(C(c3ccccc3)c3ccccc3)CC2)cc1	3.2%
O=C(O)CCCN=CC1=C(O)C(C(=O)c2ccccc2)CCC1=O (stereo unspecified)	1.4%
CCC1(O)CC(C(=O)OC)=NN1C(=O)c1ccccc1 (stereo unspecified)	6.0%
Cc1cnc(NC(=O)CSc2nnc(C)s2)s1	2.6%
O=C(O)CCn1c(=S)oc2ccccc21	-12.1%
Cc1cc(NC(=O)CCC(=O)N(Cc2ccco2)C(C(=O)NC2CCCCC2)c2ccccc2)no1 (stereo unspecified)	-3.4%
CCn1cc(Br)c(C(=O)Nc2ccc(Cl)c(Cl)c2)n1	21.7%
O=C(CSCc1c(Cl)cccc1Cl)Nc1ccc2c(c1)OCO2	-12.7%
CC(=O)Oc1ccc(-c2csc(Nc3cccnc3)n2)cc1	-7.2%
C=CCN(c1ccc(C(=O)NCCc2ccccc2)cc1)S(C)(=O)=O	3.2%
Cc1cc(OCC[N+]2(C)CCCCC2)nc2ccccc12	0.0%
CC(=O)Nc1ccccc1OC(=O)N1CCOCC1	0.9%
O=C(Nc1cccc2ccccc12)N1CC=C(c2ccccc2)CC1	1.6%
CCN(CC)S(=O)(=O)c1ccc2oc(C(=O)NC3CCCc4ccccc43)c(C)c2c1 (stereo unspecified)	7.7%
Further structures
SMILES	HT1080 viability
O=C(C(NS(=O)(=O)c1cccs1)c1ccccc1)N1CCN(c2ccccc2F)CC1 (stereo unspecified)	1.9%
NC(=O)c1ccccc1O	9.5%
CCC(C)c1ccc(-c2cc(C(=O)OCC(=O)Nc3cc(C)on3)c3ccccc3n2)cc1 (stereo unspecified)	1.7%
CCCN1C(=O)C(NC(C)=O)c2ccccc21 (stereo unspecified)	19.0%
CCCCn1c(SCC2CCCO2)nc2cc(S(N)(=O)=O)ccc21 (stereo unspecified)	-12.5%
Nc1nc2ccccc2nc1N1CCCC1	27.8%
CC1CCCC(C)N1S(=O)(=O)c1ccc(S(=O)(=O)NCCc2ccncc2)cc1 (stereo unspecified)	5.9%
O=C(c1ccc(CNS(=O)(=O)c2ccccc2)cc1)N1CCN(Cc2ccccc2)CC1	4.5%
O=C(NC1CCSC1=O)c1ccccc1 (stereo unspecified)	0.1%
Cc1nc2ccccc2nc(C)c1=NO	-4.0%
COCCn1c(C(=O)N2CCCC2)cc2c1C[C@H]1CN(C(=O)c3ccccc3)[C@@](Cc3ccc(F)cc3)(C(=O)OC)[C@@H]21	-1.7%
Cc1sc(NC(=O)c2ccccc2)c(C(=O)NC(C)C)c1C	-4.3%
CC(CC(=O)N1CCc2ccccc21)c1ccccc1 (stereo unspecified)	-4.6%
CCOC(=O)c1ccc(NC(=O)COc2ccc(S(=O)(=O)NC(C)(C)C)cc2)cc1	0.9%
CC(C)CCN1CC(O)=C(c2nc(-c3ccc(Cl)cc3)cs2)C1=N	13.9%
COC(=O)c1ccc(Cn2nc(C)cc2C)cc1	8.0%
Nc1nnnn1/N=C/c1cc(Cl)cc(Cl)c1OCc1ccc(Cl)cc1Cl	4.5%
CCOC(=O)c1c(C=O)c(C)n(Cc2ccc(C)cc2)c1C	-19.5%
Cc1csc(NC(=O)CCc2ccc(S(=O)(=O)N3CCOCC3)cc2)n1	3.3%
O=C(C1CCCN(Cc2ccccc2)C1)N1CCc2ccccc2C1 (stereo unspecified)	-8.0%
CC(C)CCSc1ncnc2c1oc1nc3c(cc12)COC(C)(C)C3	1.3%
Cn1c(=O)c(C(=O)COC(=O)c2cc(C(F)(F)F)nc3c(C(F)(F)F)cccc23)c(N)n(Cc2ccccc2)c1=O	-7.4%
CCOc1ccc(Nc2ncnc3c2cnn3Cc2ccccc2)cc1	-3.7%
Cc1ccc(N2C(=O)C(c3c(C)[nH]n(-c4ccccc4)c3=O)(C(F)(F)F)C3=C2CC(C)(C)CC3=O)cc1 (stereo unspecified)	-7.2%
CCCCCCN(C(=O)CCCCCN1C(=O)NC(C2CC2)C(C(=O)OCc2ccccc2)=C1C)C(C(=O)NCCCC)c1ccc(OCC(=O)OC)c(C(=O)OC)c1 (stereo unspecified)	-3.4%
Next results:
SMILES	HT1080 viability
O=C(O)C1CCCN1S(=O)(=O)c1ccccc1 (stereo unspecified)	-7.7%
COc1ccc2c(c1)c1ncn(CCc3ccccc3)c(=O)c1n2C	-5.9%
COc1ccc(S(=O)(=O)Nc2ccc(S(=O)(=O)N3CCCC3)cc2)cc1	-8.4%
Cc1cc(C)c(S(=O)(=O)c2ccccc2)c(OC(=O)c2c(Cl)cc(Cl)cc2Cl)n1	-4.9%
CCOC(=O)CC(=O)CSc1nc(C)cc(C)c1C#N	-7.2%
O=C(NNC(=O)c1ccccc1Br)c1ccc(SCC2CCCO2)c([N+](=O)[O-])c1 (stereo unspecified)	6.3%
CCSc1nnc2nc(C)cc(C)n12	-2.3%
CN(C)c1ccnc2sc(C(N)=O)c(N)c12	-5.0%
COC(=O)C1=C(C)Nc2c(c(=O)n(C)c(=O)n2C)C1c1cccnc1 (stereo unspecified)	-7.9%
CCSc1nnc(NC(=O)c2cc(C)nc3ccccc23)s1	15.5%
COc1ccccc1C(=O)Nc1nc2nc(-c3ccccc3)cc(=O)n2[nH]1	0.7%
COc1nnc(-c2ccc(N3CCOCC3)c(NC(=O)c3ccccc3)c2)c2ccccc12	-7.6%
CCSc1nnc2n(-c3ccc(OC)cc3)c(=O)c3c4c(sc3n12)CCCC4	3.4%
O=C1/C(=C\Nc2ccc(OC(F)(F)F)cc2)CCN1c1ncccn1	-1.9%
Cc1nn(C(C)(C)C)c(OC(=O)c2ccc(Br)o2)c1Sc1ccccc1	-15.7%
O=S(=O)(NC1CCCCCC1)c1ccc(Br)s1	-9.9%
CCC(=O)N(Cc1ccc(C)cc1)Cc1cc2cc3c(cc2[nH]c1=O)OCO3	-1.1%
O=C1CN=C(Nc2ccccc2Cl)N1c1ccccc1	0.2%
COc1cc(NC(=O)Cc2nn(C)c(=O)c3ccccc23)cc(OC)c1OC	-24.3%
O=C(c1ccc2c(c1)OCO2)N(CC1CCCO1)C1(C(=O)NC2CCCCC2)CCCCC1 (stereo unspecified)	1.6%
CCOC(=O)N1CCN(C(=O)CN(C2CCCCC2)S(=O)(=O)c2ccc(Cl)cc2)CC1	8.8%
Cc1ccsc1C(=O)N(c1nc2ccccc2s1)c1c(C)cccc1C	-25.0%
COC(=O)C1=C(C)NC(=O)/C1=C\c1cc(C)n(-c2cccc(C)c2)c1C	-6.9%
Cc1cc(C)nc(SCCN2CCOCC2)n1	-8.7%
O=[N+]([O-])c1cccnc1N1CCC(c2cc(-c3ccc(Cl)cc3)n[nH]2)CC1	0.3%

Given as labelled records: entries from further up
CN(C)c1ccnc2sc(C(N)=O)c(N)c12
  HT1080 viability: -5.0%

COC(=O)C1=C(C)Nc2c(c(=O)n(C)c(=O)n2C)C1c1cccnc1 (stereo unspecified)
  HT1080 viability: -7.9%

CCSc1nnc(NC(=O)c2cc(C)nc3ccccc23)s1
  HT1080 viability: 15.5%

The listing continues.
SMILES	HT1080 viability
Cc1ccc(C2C3=C(CC(C)(C)CC3=O)Nc3onc(C)c32)cc1 (stereo unspecified)	2.6%
CC(C)OC(=O)CC(=O)CSc1nc2c(cc1C#N)CCCCCC2	-2.8%
O=C(NCc1cccnc1)c1ccc(S(=O)(=O)N2CCCCC2)cc1	22.3%
CC(C)CCNC(=O)C1CCCCN1S(=O)(=O)c1ccc(F)cc1 (stereo unspecified)	-6.7%
COCCNC(=O)COC(=O)c1[nH]c(C)c(C(C)=O)c1C	16.4%
CC1(C)CC(=O)C2=C(C1)c1c(ccc3ccccc13)NC2c1ccc(Br)o1 (stereo unspecified)	-2.9%
Nc1nc(CSCCO)nc(Nc2ccc(F)cc2)n1	-13.4%
COC(=O)c1c(NC(=O)CSc2nc(-c3ccco3)cc(C(F)(F)F)n2)sc2c1CCCC2	-5.2%
CCOC(=O)CSc1nnc(SCCN2C(=O)c3ccccc3C2=O)s1	17.1%
O=C(CCn1nc(-c2ccc(Cl)cc2)c2ccccc2c1=O)NCC1CCCO1 (stereo unspecified)	6.5%
CC(C)(C)NCC(O)COCc1ccc(Cl)cc1 (stereo unspecified)	-9.1%
CCOC(=O)c1c(N)sc(C(=O)N2CCCCC2)c1C	-3.8%
CCc1cc2c(cc3c(=O)n(CC(=O)NCCCN(CC)CC)nc(CC)n32)s1	-7.2%
CCC1=C(OC(=O)N(CC)CC)N2C(=O)OC(=NCCOC)[C@]2(Cc2ccccc2)[C@H]2C1=CC[C@H]1C(=O)NC(=O)[C@H]12	3.0%
O=C(COc1ccc(Br)cc1CO)Nc1ccccc1	5.3%
OCCNCCOc1ccccc1-c1ccccc1	-6.8%
Cc1ccc(C(=O)O/N=C(\N)c2ccc(Br)cc2)cc1	4.5%
O=C(CCCOc1ccc(Cl)cc1Cl)n1nnc2ccccc21	4.6%
CC1CC(=O)c2cnc(N)nc2C1 (stereo unspecified)	16.0%
CC1=C(C(=O)OCc2ccccc2)C(c2ccsc2)C(C#N)=C(N)O1 (stereo unspecified)	-12.6%
O=C(O)CCc1ccc(-c2cccs2)n1NC(=O)c1ccc(Cl)cc1Cl	-4.3%
Cc1ccc(N(CC(=O)NCCSCc2ccco2)S(C)(=O)=O)cc1	-10.4%
Cc1oc(-c2ccccc2Cl)nc1CSCC(=O)NC1CCCC1	-15.1%

Individual results from the list:
COC(=O)[C@@]1(Cc2ccc(F)cc2)[C@H]2c3cc(C(=O)N4CCCC4)n(C[C@H](O)CO)c3C[C@H]2CN1C(=O)c1ccccc1 in HT1080 viability → 0.3%
Cc1ccc(S(=O)(=O)NCCSc2nnnn2-c2ccccc2)cc1 in HT1080 viability → 1.5%
Cc1cc(OCC[N+]2(C)CCCCC2)nc2ccccc12 in HT1080 viability → 0.0%
O=C(NC1CCSC1=O)c1ccccc1 (stereo unspecified) in HT1080 viability → 0.1%
CCn1cc([N+](=O)[O-])c(C(=O)N2N=C(c3ccc4ccccc4c3)CC2c2ccccc2O)n1 (stereo unspecified) in HT1080 viability → -4.5%

Exported in markdown: 3 of the compounds above.
| smiles | HT1080 viability |
| --- | --- |
| Nc1nc(CSCCO)nc(Nc2ccc(F)cc2)n1 | -13.4% |
| CC(C)CCNC(=O)C1CCCCN1S(=O)(=O)c1ccc(F)cc1 (stereo unspecified) | -6.7% |
| O=C(CCCOc1ccc(Cl)cc1Cl)n1nnc2ccccc21 | 4.6% |
